High-throughput results as filed in PubChem.
OPRM1-OPRD1 ag: agonists of human mu-delta opioid receptor heterodimerization. P35372+P41143. cells, OPRM1-OPRD1 heterodimerization, luminescence. AID 504326. hit rate 0.3% among 340,000. activation, % at 9.3 µM; in the data active = activation above about 18%;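 note: 0% = vehicle-treated cells and 100% = reference agonist; values of inactives mirror those of a sister screen read the other way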
Target sequence (P35372 whole entry, looked up): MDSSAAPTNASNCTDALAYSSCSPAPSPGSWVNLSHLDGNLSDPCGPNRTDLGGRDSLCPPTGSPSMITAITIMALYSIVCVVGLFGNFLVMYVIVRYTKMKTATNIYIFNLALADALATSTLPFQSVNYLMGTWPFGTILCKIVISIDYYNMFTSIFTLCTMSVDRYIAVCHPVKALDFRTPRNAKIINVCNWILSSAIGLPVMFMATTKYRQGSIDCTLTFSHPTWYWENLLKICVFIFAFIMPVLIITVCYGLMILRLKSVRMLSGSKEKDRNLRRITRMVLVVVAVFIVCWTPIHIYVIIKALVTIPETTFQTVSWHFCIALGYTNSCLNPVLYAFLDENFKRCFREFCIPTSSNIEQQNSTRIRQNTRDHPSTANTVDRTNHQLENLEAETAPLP
Target sequence (P41143 whole entry, looked up): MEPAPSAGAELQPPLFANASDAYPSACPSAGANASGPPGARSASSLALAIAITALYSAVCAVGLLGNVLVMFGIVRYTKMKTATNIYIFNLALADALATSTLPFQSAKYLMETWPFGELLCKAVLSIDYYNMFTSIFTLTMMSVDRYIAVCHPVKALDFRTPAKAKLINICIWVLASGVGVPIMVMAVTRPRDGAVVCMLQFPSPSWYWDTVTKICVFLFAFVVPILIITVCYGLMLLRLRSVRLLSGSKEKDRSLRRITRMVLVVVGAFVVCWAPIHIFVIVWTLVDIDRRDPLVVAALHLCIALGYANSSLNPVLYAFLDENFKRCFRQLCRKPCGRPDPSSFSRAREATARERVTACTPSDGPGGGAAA
CAL PDZ FP: blocks peptide binding to the human CAL PDZ domain; purified CAL PDZ, TMR-peptide fluorescence polarization, 1 h; inhibition, % at 24.9 µM; hit rate 0.92% among 300,000;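 active = mean inhibition of at least 30% with at least half of replicates also reaching 30%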;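 note: 0% = DMSO neutral control and 100% = excess unlabeled competitor peptide PRC23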
RTF Ca sens act: increases calcium sensitivity of human cardiac regulated thin filaments; activation, % at 7.2 µM; IANBD-labeled TnC RTF fluorescence at EC20 calcium; 0% EC20 calcium, 100% full calcium; hit rate 0.24% among 340,000; P19429+P45379;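 active = activation above the mean over all tested compounds plus 3 SD, cut at about 30% in these data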;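 note: rise in fluorescence read as greater calcium sensitivity of cardiac thin filaments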
HTR5A inv ag: inverse agonist of human HTR5A in OPRM1-OPRD1 counter-screen; P47898; HTR5A cell line, luminescence, inverse agonism; inhibition, % at 9.3 µM; hit rate 0.083% among 340,000; in the data active = inhibition mostly above about 23%, no sharp cut-off; inactive = mostly below about 18%;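 note: 0% = cells with DMSO and 100% = no-cell wells with DMSO; some compounds called inactive have numbers as strong as hits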
V-ATPase pHluor: yeast V-ATPase proton transport regulation by pHLuorin; response, % at 10 µM; hit rate 0.37% among 350,000; S. cerevisiae, pHLuorin cytosolic pH fluorescence; in the data active = response mostly above about 7.3%, no sharp cut-off; inactive = mostly below about 5.4%; note: actives read high; inactives centre near 0; some compounds called inactive have numbers as strong as hits; reference of the scale not given here
OPRM1-OPRD1 inv: inverse agonists of human mu-delta opioid receptor heterodimerization | inhibition, % at 9.3 µM | AID 504357 | cell-based MOR-DOR heterodimer luminescence, inverse agonism | P35372+P41143 | hit rate 0.21% among 340,000; in the data active = inhibition above about 22%, passing the limit was not always enough;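 note: 0% = cells with DMSO and 100% = wells without cells with DMSO; values of inactives mirror those of a sister screen read the other way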
Cardiac RTF inh: cardiac RTF calcium desensitization; P19429+P45379; IANBD-labeled cardiac RTF, Ca2+ fluorescence; inhibition, % at 7.15 µM; hit rate 0.12% among 340,000; AID 493244;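 active = inhibition above the mean inhibition of all tested compounds plus 3 SD, cut at about 17% in these data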;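 note: assay run at fixed EC70 calcium of 1.6 mM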
HTR5A ag ctr: HTR5A agonism, opioid heterodimer counter-screen; P47898; HTR5A agonist assay, luminescence, cell-based; activation, % at 9.3 µM; hit rate 0.61% among 340,000; AID 504692; in the data active = activation mostly above about 9.5%, no sharp cut-off; inactive = mostly below about 7.6%;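 note: 0% = cells with vehicle only and 100% = reference agonist; strong numbers were not always called active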
LANA DNA inh: KSHV C-LANA DNA binding inhibition; inhibition, % at 9 µM; MBP-C-LANA/FAM-LBS DNA binding, fluorescence polarization; hit rate 0.078% among 340,000; AID 504423;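 active = highest replicate inhibition at or above 60% at 9 µM, even if other replicates fall short; inactive = all replicates below 60% inhibition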;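 note: 0% = neutral control wells and 100% = 4 µM acridine orange control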
Keap1 Nrf2 FP: Keap1-Nrf2 (human) interaction inhibition; Q14145; hit rate 0.15% among 340,000; inhibition, % at 9.4 µM; AID 504523; Keap1 Kelch-Nrf2 peptide fluorescence polarization, 1536-well; in the data active = inhibition above about 12%;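 note: human Keap1 Kelch domain with fluorescein labeled Nrf2 9mer peptide probe; 0% = neutral control wells and 100% = peptide positive control; higher means more block of Keap1 binding to Nrf2 peptide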
* = called active by the depositor; . = not tested or not shown.

[1] CCOc1ccc(N2CC(C(=O)NCCc3ccc(OC)c(OC)c3)CC2=O)cc1 (stereo unspecified)
[2] Cc1ccc(-c2ccc(CCC(=O)O)n2NC(=O)c2cccs2)cc1
[3] CCSC1=C(C#N)C(c2ccc(Cl)cc2)C2=C(CCCC2=O)N1 (stereo unspecified)
[4] O=c1cc(-c2c(O)c3ccccc3n(Cc3ccccc3)c2=O)[nH][nH]1
[5] O=C(N[C@@H]1c2ccccc2CC[C@@H]1OCc1ccccc1)c1ccc(C(F)(F)F)cc1
[6] COC(=O)c1cc(C#N)c(N2CCN(C)CC2)nc1C
[7] CC(NC(=O)C(CC(=O)OC(C)(C)C)NC(=O)OC(C)(C)C)C(N)=O (stereo unspecified)
[8] CCCNC(=O)CC(NS(=O)(=O)c1ccc(OC)cc1)c1ccco1 (stereo unspecified)
[9] O=C(Nc1ccccc1)OC1CC2CC1C1CCCC21 (stereo unspecified)
[10] COc1ccc(OCc2cccc(C(=O)Nc3ccc(CN4CCCCC4)cc3)c2)cc1

Assay by compound	1	2	3	4	5	6	7	8	9	10
OPRM1-OPRD1 inv	13	10	10	12	15	9	11	7	-28	-3
HTR5A inv ag	12	-4	-9	2	-6	-10	6	32	-12	-4
LANA DNA inh	-0.3	1.5	0.9	4.2	0.3	1.8	0.5	-0.4	2.9	0.6
CAL PDZ FP	-2	-3	0	2	-5	-3	-4	.	-5	-7
OPRM1-OPRD1 ag	-2.8	-1.8	-2.3	-2.1	-3.0	-1.8	-2.2	-1.6	6.0	0.6
Cardiac RTF inh	2	-19	-7	14	-9	-4	-2	-9	-2	2
Keap1 Nrf2 FP	0	-2	4	-2	-4	-2	-1	-1	3	-3
V-ATPase pHluor	-1	1	3	-2	1	1	-1	-2	0	0
RTF Ca sens act	1	5	1	-5	2	0	-2	1	-2	-7
HTR5A ag ctr	-5	-5	-1	-1	2	2	0	-1	5	8

[11] CCn1c(Cc2ccc(OC)cc2)nnc1SCC(=O)Nc1cccc(C(=O)OC)c1
[12] O=C(CSc1c2c(nc3cc(Cl)ccc13)CCCC2)NCc1ccco1
[13] COc1ccc(CNS(=O)(=O)NCc2ccccc2)cc1OC
[14] CCOc1ccc(/C=N/NC(=O)c2cc3ccccc3cc2OC)cc1
[15] O=C(CCCN1C(=O)CCC1=O)Nc1ccc2c(c1)OCCO2
[16] CC(C)c1ccc(NC2CCCN(C(=O)CCc3cn[nH]c3)C2)cc1 (stereo unspecified)
[17] CCOC(=O)CSc1ncc(-c2cccc(Cl)c2)cn1
[18] NC(N)=NS(=O)(=O)c1ccc(NC(=S)NC(=O)c2ccc3c(c2)OCO3)cc1
[19] O=c1cc(CSCc2ccc(Cl)cc2)[nH]c(=O)[nH]1
[20] O=C(/C=C/c1ccc(F)cc1)Nc1cccc(S(=O)(=O)N2CCOCC2)c1

Assay by compound	11	12	13	14	15	16	17	18	19	20
OPRM1-OPRD1 inv	1	13	8	19	-2	24	-4	-2	12	-4
HTR5A inv ag	9	1	-6	7	1	-10	-21	21	2	-4
LANA DNA inh	-0.7	-1.8	-0.1	2.7	-0.1	-1.2	-0.2	1.5	-0.4	-1.3
CAL PDZ FP	2	-21	-1	-2	-1	5	0	.	-5	-7
OPRM1-OPRD1 ag	-0.1	-2.5	-1.1	-5.9	0.6	-4.7	0.7	0.3	-2.2	0.7
Cardiac RTF inh	-8	-18	-11	-7	-7	-8	-6	-3	2	1
Keap1 Nrf2 FP	-1	-48	-2	-1	-1	-1	-1	4	-3	-7
V-ATPase pHluor	-1	-2	1	2	0	-1	1	4	-4	-3
RTF Ca sens act	-4	-6	-5	-3	5	-2	-2	4	-6	-7
HTR5A ag ctr	-1	-1	2	-1	3	4	5	2	-2	1

[21] CCOC(=O)COc1cc2c3c(c(=O)oc2cc1C)CCCC3
[22] COc1ccc(S(=O)(=O)N2CCCOC2CNC(=O)C(=O)NCCc2ccco2)cc1OC (stereo unspecified)
[23] CCOc1ccc(C2=NNC(c3cccs3)=Nc3ccc(OC)cc32)cc1OCC
[24] O=C(NNC(=O)c1cc(Cl)ccc1[N+](=O)[O-])c1csc(N2CCOCC2)n1
[25] COc1ccc(C(=O)CSc2nnc(-c3ccc(S(=O)(=O)N4CCOCC4)cc3)o2)cc1
[26] Cc1cc(Cl)ccc1OCCCC(=O)Nc1cc(S(=O)(=O)N2CCOCC2)ccc1N1CCOCC1
[27] CN1CCN(C(=O)/C=C/c2ccccc2)CC1
[28] CCC(=O)N1CCN(c2cc(N3CCN(C)CC3)c(F)cc2[N+](=O)[O-])CC1
[29] Cc1cccn2c(/C=N/OCc3cccc(F)c3)c(-c3ccc(Cl)cc3)nc12
[30] Cc1nc(NCc2ccco2)nc2c1C(=O)CC(C)C2 (stereo unspecified)

Assay by compound	21	22	23	24	25	26	27	28	29	30
OPRM1-OPRD1 inv	9	5	-1	9	16	8	-8	12	19	10
HTR5A inv ag	-14	18	-17	-3	-14	-7	-8	-3	14	-24
LANA DNA inh	-1.2	1.2	-1.5	-1.3	0.5	0.9	1.8	0.8	-0.8	0.2
CAL PDZ FP	-1	0	1	-2	-3	-6	1	-2	2	-3
OPRM1-OPRD1 ag	-1.8	-1.2	0.1	-1.6	-3.6	-1.9	1.7	-2.4	-4.5	-2.3
Cardiac RTF inh	-1	-3	-4	-13	-3	1	-4	-3	-4	-1
Keap1 Nrf2 FP	-4	-7	-4	-4	-2	0	-11	1	-1	-5
V-ATPase pHluor	0	3	-1	0	1	-1	1	0	2	3
RTF Ca sens act	-3	4	-1	3	0	0	4	-7	-1	-2
HTR5A ag ctr	6	-7	5	4	0	3	2	1	3	1

[31] Cc1cc(C)c(C)c(OCC(=O)NCc2nc(-c3ccccc3)no2)c1
[32] CN(c1ccccc1)c1nc(-n2ccnc2)nc(-n2ccnc2)n1
[33] CC1CN(Cc2c(O)ccc3c(=O)c(-c4ccccc4Cl)coc23)CC(C)O1 (stereo unspecified)
[34] CNC(=O)C(=O)NCCN1CCN(S(=O)(=O)c2ccc3ccccc3c2)CC1
[35] Cc1ccc(S(=O)(=O)N2CCN(C(=O)CN3C(=O)NC(C)(c4ccc5ccccc5c4)C3=O)CC2)cc1 (stereo unspecified)
[36] CCOC(=O)CN1C(=O)C(Sc2n[nH]c(-c3cccc(C)c3)n2)CCc2ccccc21 (stereo unspecified)
[37] O=C(CSc1ccc2ccccc2n1)N1CCC(c2noc3ccc(F)cc23)CC1
[38] CC(C)(C)NC(=O)NC(=O)COC(=O)Cc1c(Cl)cccc1Cl
[39] Cc1cccc(N(Cc2ccccc2)C(=O)C2CCN(C(=O)c3ccccc3C)CC2)c1
[40] C[C@H](CO)N1C[C@H](C)[C@@H](CN(C)Cc2ccc(C(=O)O)cc2)Oc2c(NS(=O)(=O)c3ccc(F)cc3)cccc2C1=O

Assay by compound	31	32	33	34	35	36	37	38	39	40
OPRM1-OPRD1 inv	0	13	15	1	-4	-3	4	-11	-1	11
HTR5A inv ag	14	3	3	-7	6	-6	9	5	11	-2
LANA DNA inh	0.0	1.1	-0.5	-0.7	0.3	-0.5	-0.4	1.4	2.3	-1.2
CAL PDZ FP	1	-9	.	-5	73*	-3	.	0	15	-1
OPRM1-OPRD1 ag	-0.1	-2.7	-3.4	-0.3	0.8	0.6	-0.9	2.4	0.2	-1.9
Cardiac RTF inh	-2	-2	1	-1	-7	3	1	0	-2	-4
Keap1 Nrf2 FP	0	2	-1	4	4	-2	2	-1	-6	-7
V-ATPase pHluor	-3	1	-2	1	4	4	3	7	0	0
RTF Ca sens act	1	-9	4	-4	-5	0	-1	5	-1	-2
HTR5A ag ctr	-5	1	-1	3	-2	-5	0	-2	-4	-2

Overlap with the part before: four compounds, followed by the next part.
[37] O=C(CSc1ccc2ccccc2n1)N1CCC(c2noc3ccc(F)cc23)CC1
[38] CC(C)(C)NC(=O)NC(=O)COC(=O)Cc1c(Cl)cccc1Cl
[39] Cc1cccc(N(Cc2ccccc2)C(=O)C2CCN(C(=O)c3ccccc3C)CC2)c1
[40] C[C@H](CO)N1C[C@H](C)[C@@H](CN(C)Cc2ccc(C(=O)O)cc2)Oc2c(NS(=O)(=O)c3ccc(F)cc3)cccc2C1=O
[41] CCCCN1C(=O)CCC(C(=O)O)C1c1ccc(OC)cc1 (stereo unspecified)
[42] CC(=O)Nc1ccc(C(=O)CSc2nnnn2C(C)C)cc1
[43] COc1ccc(NC(=O)COc2ccc(/C=C/c3cc[n+](C)cc3)cc2OC)cc1
[44] C[C@@H]1CC[C@]2(C(=O)O)CC[C@]3(C)C(=CCC4[C@@]5(C)CC[C@H](O)[C@@](C)(C(=O)O)C5CC[C@]43C)C2[C@]1(C)O (stereo partly specified)
[45] COc1ccc(C(CNC(=O)c2cccc(S(=O)(=O)N3CCCc4ccccc43)c2)N(C)C)cc1 (stereo unspecified)
[46] COc1cc([N+](=O)[O-])ccc1NC(=O)CN(C)C
[47] CCN(CC(=O)Nc1ccc(NC(C)=O)cc1)C(=O)c1oc2ccccc2c1C

Assay by compound	37	38	39	40	41	42	43	44	45	46	47
OPRM1-OPRD1 inv	4	-11	-1	11	-18	4	-16	-5	-15	-16	-15
HTR5A inv ag	9	5	11	-2	5	-28	1	15	4	-2	-5
LANA DNA inh	-0.4	1.4	2.3	-1.2	1.9	-1.2	-2.2	-0.3	0.9	-0.4	0.3
CAL PDZ FP	.	0	15	-1	0	0	.	-1	-3	-8	4
OPRM1-OPRD1 ag	-0.9	2.4	0.2	-1.9	2.6	-0.7	2.1	1.0	4.1	2.7	2.2
Cardiac RTF inh	1	0	-2	-4	-3	-1	8	-34	-10	-3	-30
Keap1 Nrf2 FP	2	-1	-6	-7	-4	-1	-1	4	-3	-3	4
V-ATPase pHluor	3	7	0	0	0	-3	-2	-3	0	-2	2
RTF Ca sens act	-1	5	-1	-2	-1	-2	-5	-1	-4	0	-2
HTR5A ag ctr	0	-2	-4	-2	2	0	0	-6	-5	1	2
